Screening data from PubChem.
SUMO Mot1 rescue: yeast Mot1-301 growth rescue at high temperature, primary screen, SUMOylation pathway inhibitor project, S. cerevisiae, ATP luminescence, 38.5C; S. cerevisiae Mot1-301 growth rescue; percent above DMSO median, 100 means doubled; growth rescue, % at 18.8 µM; actives 1% (n = 320,000); AID 2716, 2010;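 active means every valid replicate shows activation above 250% relative to neutral control wells; inactive means the rest, any valid replicate at or below 250%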;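 further: OY570 slx delta 5 strain wells were the positive control but not used for scaling; some compounds called inactive have numbers as strong as hits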
Rtt109 Vps75: inhibitors of C. albicans Rtt109/Vps75 HAT, primary screen, biochemical, ThioGlo CoA-SH fluorescence, plate reader | Histone acetyltransferase RTT109 (Candida albicans (strain SC5314 / ATCC MYA-2876)), … | AID 540336, 2011 | actives 0.16% (n = 330,000) | purified Rtt109/Vps75, 4 h | inhibition, % at 34.9 µM;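 active means inhibition of at least 50% in every replicate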
Target sequence (Q5AAJ8 whole entry, looked up): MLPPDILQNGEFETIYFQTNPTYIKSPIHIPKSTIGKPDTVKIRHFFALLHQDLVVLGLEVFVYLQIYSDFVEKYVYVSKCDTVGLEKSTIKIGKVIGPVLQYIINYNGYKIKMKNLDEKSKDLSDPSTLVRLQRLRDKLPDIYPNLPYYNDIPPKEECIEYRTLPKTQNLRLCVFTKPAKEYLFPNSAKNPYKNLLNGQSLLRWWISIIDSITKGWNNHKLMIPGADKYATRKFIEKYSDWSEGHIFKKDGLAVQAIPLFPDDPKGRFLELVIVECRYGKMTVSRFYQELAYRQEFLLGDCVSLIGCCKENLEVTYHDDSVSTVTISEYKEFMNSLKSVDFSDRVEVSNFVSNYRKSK
C-LANA FP: inhibitors of KSHV C-LANA binding to DNA, primary screen, biochemical, fluorescence polarization, FAM-LBS DNA, MBP-C-LANA, single point; inhibition, % at 9 µM; Kaposi's sarcoma herpesvirus LANA C-terminal domain (residues 932-1162) DNA binding; actives 0.078% (n = 340,000);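 active means highest replicate inhibition at or above 60% at 9 µM, even if other replicates fall short; inactive means all replicates below 60% inhibition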;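 further: 0% = neutral control wells and 100% = 4 µM acridine orange control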
PvdQ inh: P. aeruginosa PvdQ acylase inhibitors, primary screen, biochemical, fluorescence, plate reader and imaging, single point; actives 0.063% (n = 340,000); PvdQ acylase [Pseudomonas aeruginosa LESB58]; AID 488965, 2010; purified PvdQ acylase; inhibition, % at 10 µM; in the data active means inhibition above about 30%, passing the limit was not always enough;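 further: 0% = vehicle neutral wells and 100% = reference inhibitor wells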
dFosB act: activators of delta FosB homodimer, primary screen, biochemical, fluorescence polarization, TAMRA-CDK5 oligo, single point; Protein FosB (Mus musculus), P13346; purified delta FosB; percent of positive-control signal above neutral wells; activation, % at 25 µM; actives 0.99% (n = 340,000);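 active means mean activation above about 17%, with every replicate also reaching it, limit read from the data, passing the limit was not always enough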;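 further: fluorescence polarization rise as delta FosB binds a TAMRA Cdk5 AP-1 oligo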
NSD2 inh: NSD2 histone methyltransferase inhibitors, primary screen, biochemical, AlphaScreen, single concentration, set 2; Histone-lysine N-methyltransferase NSD2 (Homo sapiens), O96028; NSD2 peptide methylation, 120 min; inhibition, % at 12.5 µM; actives 0.54% (n = 310,000); AID 743445, 2014; in the data active means inhibition above about 50%
CDK5 p35 inh: inhibitors of human CDK5/p35 kinase, primary screen, biochemical, single concentration; Cyclin-dependent kinase 5 (Homo sapiens) + Cyclin-dependent kinase 5 activator 1 (Homo …; Recombinant CDK5/p35, ADP-Glo luminescence, 60 min; inhibition, % at 10 µM; actives 0.01% (n = 330,000); AID 488839, 2010;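 active means highest replicate inhibition of at least 50% and at least 75% of replicates reaching 50%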;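 further: plate controls were DMSO neutral control for no effect and GW8510 at 10 µM for full effect; many of its hits are not listed in these tables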
Target sequence (Q00535 whole entry, looked up): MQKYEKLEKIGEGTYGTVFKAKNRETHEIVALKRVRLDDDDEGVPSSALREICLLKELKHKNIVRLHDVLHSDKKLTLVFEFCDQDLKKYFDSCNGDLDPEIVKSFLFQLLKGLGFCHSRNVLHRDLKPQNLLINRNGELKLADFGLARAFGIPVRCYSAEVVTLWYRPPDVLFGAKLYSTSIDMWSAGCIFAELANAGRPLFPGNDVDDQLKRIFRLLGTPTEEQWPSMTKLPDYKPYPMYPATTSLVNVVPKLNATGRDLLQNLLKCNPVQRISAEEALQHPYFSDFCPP
Target sequence (Q15078 whole entry, looked up): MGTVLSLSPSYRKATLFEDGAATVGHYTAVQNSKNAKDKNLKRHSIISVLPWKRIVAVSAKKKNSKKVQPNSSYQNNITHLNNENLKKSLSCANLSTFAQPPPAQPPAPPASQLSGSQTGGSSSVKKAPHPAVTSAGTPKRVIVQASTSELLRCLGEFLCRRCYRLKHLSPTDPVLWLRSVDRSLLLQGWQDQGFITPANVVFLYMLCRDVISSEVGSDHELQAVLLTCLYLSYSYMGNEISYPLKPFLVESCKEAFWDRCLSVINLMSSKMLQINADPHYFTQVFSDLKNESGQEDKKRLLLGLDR
Cardiac RTF inh: cardiac RTF calcium sensitivity inhibitors, primary screen, biochemical, IANBD-TnC fluorescence, EC70 calcium; Troponin I, cardiac muscle (Homo sapiens) + Troponin T, cardiac muscle (Homo sapiens) + …; IANBD-labeled cardiac RTF, Ca2+ fluorescence; inhibition, % at 7.15 µM; actives 0.12% (n = 340,000);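 active means inhibition above the mean inhibition of all tested compounds plus 3 SD, cut at about 17% in these data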;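 further: assay run at fixed EC70 calcium of 1.6 mM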
RTF Ca sens act: cardiac RTF calcium sensitivity activators, primary screen, biochemical, IANBD-TnC fluorescence, EC20 calcium | actives 0.24% (n = 340,000) | IANBD-labeled TnC RTF fluorescence at EC20 calcium; 0% EC20 calcium, 100% full calcium | activation, % at 7.2 µM;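 active means activation above the mean over all tested compounds plus 3 SD, cut at about 30% in these data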;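 further: rise in fluorescence read as greater calcium sensitivity of cardiac thin filaments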
Keap1 Nrf2 FP: Keap1-Nrf2 protein-protein interaction inhibitors, primary screen, biochemical, fluorescence polarization, single point; Kelch-like ECH-associated protein 1 (Homo sapiens), Q14145; Keap1 Kelch-Nrf2 peptide fluorescence polarization, 1536-well; inhibition, % at 9.4 µM; actives 0.15% (n = 340,000); AID 504523, 2011; in the data active means inhibition above about 12%;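 further: human Keap1 Kelch domain with fluorescein labeled Nrf2 9mer peptide probe; 0% = neutral control wells and 100% = peptide positive control; higher means more block of Keap1 binding to Nrf2 peptide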
PfHsp90 set2: growth inhibition of PfHsp90-expressing yeast, primary screen, antimalarial PfHsp90 inhibitor project, S. cerevisiae, BacTiter-Glo luminescence, single point, set 2 | BacTiter-Glo ATP, 48 h; yeast lacking PDR1 and PDR3 efflux regulators | inhibition, % at 9.4 µM | actives 0.32% (n = 310,000);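 active means every replicate shows inhibition above about 80%, whatever the replicate mean, limit read from the data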;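 further: 0% = DMSO neutral controls and 100% = 20 µM radicicol positive controls; yeast relying on Plasmodium falciparum Hsp90 in place of its own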
The depositor's hits bear a star; x = no result given. Hits appear at their usual frequency; any-hit rate near 3.2%.

SMILES	SUMO Mot1 rescue	Rtt109 Vps75	C-LANA FP	PvdQ inh	dFosB act	NSD2 inh	CDK5 p35 inh	Cardiac RTF inh	RTF Ca sens act	Keap1 Nrf2 FP	PfHsp90 set2
CCOC(=O)CC1C(=O)NCCN1C(=O)c1cccc(OC)c1 (centres undefined)	49	2	-1.2	-3	6	-2	-0.6	-4	-2	2	-20
Cc1cc(C)cc(NC(=O)c2cc3c(=O)n4ccccc4nc3s2)c1	-16	16	1.1	-8	-1	-4	-0.3	-3	2	-1	1
CC(C)(C)c1cc(NC(=O)COC(=O)c2ccc3c(=O)n4c(nc3c2)CCC4)n(-c2ccccc2)n1	25	31	-0.1	0	-13	16	-0.1	-9	1	2	13
CC(=O)N1CCN(C(=S)Nc2ccc(Oc3ccccc3)cc2)CC1	1	2	-0.1	10	1	3	0.2	5	4	-6	12
O=C(CN(c1ccc(F)cc1)S(=O)(=O)c1ccccc1)NCCSC1CCCCC1	-23	3	-0.3	-21	-20	1	0.2	-5	1	-1	2
O=C(NC1CCCCCC1)c1cc(S(=O)(=O)N2CCOCC2)ccc1N1CCCCC1	-8	-4	-0.7	-10	-5	0	-3.0	1	0	-4	x
Cc1nn(CCOc2ccccc2)c(=O)n1-c1ccccc1	7	-7	-2.0	-9	3	0	-1.2	-1	-3	0	x
CCCN(CC(=O)Nc1ccccc1OC)C(=O)c1cccc(S(=O)(=O)NCc2ccccc2)c1	-2	x	x	-14	0	-2	-0.6	-1	-5	x	7
CN(C)N=Nc1ccc2nc[nH]c2c1	3	8	-1.8	-7	3	0	1.7	0	5	-7	-27
CC1=C(C(=O)N2CCCC(N3CCN(c4cccc(C(F)(F)F)c4)CC3)C2)OCCO1 (centres undefined)	146	-6	-0.7	-13	0	-2	-3.9	-2	-3	3	-23
CC(=O)Nc1cccc(Oc2ccc3c(c2)C(=O)NC3=O)c1	-13	13	-1.7	3	-9	-3	0.3	-16	3	-4	-18
O=C(COC(=O)c1cc(S(=O)(=O)N2CCOCC2)ccc1Cl)Nc1ccccc1Cl	x	-1	1.7	-14	-9	1	2.6	-9	0	-2	3
N#CC1(C#N)C(c2ccccc2)OC23CCCCCC2C1(C#N)C(=N)O3 (centres undefined)	-8	-25	3.9	7	-4	-1	1.7	-20	-1	0	15
Cc1cc(NS(=O)(=O)c2ccc(OCCNS(C)(=O)=O)cc2)no1	67	6	-0.3	-7	-7	x	0.9	0	4	-7	4
CC1=C/C(=N\OC(=O)/C=C/c2ccccc2)C(C)=CC1=O	6	2	3.6	1	-3	-1	0.4	-1	-6	1	1
CCOC(=O)N1CCN(Cc2cn[nH]c2-c2cccc3ccccc23)CC1	x	-3	1.2	9	-4	-3	-0.5	-7	-2	-2	8
CC(C)Cn1c(N)c(C(=O)NCc2cccs2)c2nc3ccccc3nc21	-11	x	0.5	-9	-13	-3	-0.8	-5	-2	-1	x
COC(=O)c1ccc(COc2cccc3c2CCN(Cc2ccccc2)C3=O)o1	5	1	-0.3	-12	-13	-1	0.5	-5	7	0	2
O=C(CN(C(=O)c1cc2c(s1)CCC2)C1CCCC1)NCc1cccs1	-4	4	0.0	-11	-10	-1	0.9	-1	1	-2	-13
C#CCOCCOCCOCCNc1nc(N2CCN(C(=O)[C@H](CCC(=O)O)n3cc(C(N)CO)nn3)CC2)nc(N2CCN(C(=O)[C@H](CCC(=O)O)n3cc(C(N)[C@H](C)CC)nn3)CC2)n1 (some centres undefined)	2	7	1.6	-2	-6	x	0.6	-5	2	-8	-25
COc1ccc(CNCc2ccccc2C(F)(F)F)cc1	28	1	0.4	10	-5	-4	0.2	0	-3	-6	3
CC1CCCCN1C(=O)C1CCN(S(=O)(=O)c2ccc(-n3cnnn3)cc2)CC1 (centres undefined)	-9	-10	-0.6	-7	-7	-1	1.6	11	5	2	1
C/C(=N\NC(=O)c1cc(-c2cccnc2)nc2ccccc12)c1ccccc1O	3	-7	0.5	-12	-16	-1	0.0	1	-7	4	-1
O=C(NCc1ccco1)c1ccc(N2CCOCC2)c([N+](=O)[O-])c1	11	7	-0.3	-7	-1	-3	0.2	-8	1	-1	6

Retrieved one by one from above:
SMILES	SUMO Mot1 rescue	Rtt109 Vps75	C-LANA FP	PvdQ inh	dFosB act	NSD2 inh	CDK5 p35 inh	Cardiac RTF inh	RTF Ca sens act	Keap1 Nrf2 FP	PfHsp90 set2
O=C(CN(C(=O)c1cc2c(s1)CCC2)C1CCCC1)NCc1cccs1	-4	4	0.0	-11	-10	-1	0.9	-1	1	-2	-13
CC1CCCCN1C(=O)C1CCN(S(=O)(=O)c2ccc(-n3cnnn3)cc2)CC1 (centres undefined)	-9	-10	-0.6	-7	-7	-1	1.6	11	5	2	1
C#CCOCCOCCOCCNc1nc(N2CCN(C(=O)[C@H](CCC(=O)O)n3cc(C(N)CO)nn3)CC2)nc(N2CCN(C(=O)[C@H](CCC(=O)O)n3cc(C(N)[C@H](C)CC)nn3)CC2)n1 (some centres undefined)	2	7	1.6	-2	-6	x	0.6	-5	2	-8	-25
COc1ccc(CNCc2ccccc2C(F)(F)F)cc1	28	1	0.4	10	-5	-4	0.2	0	-3	-6	3
O=C(NCc1ccco1)c1ccc(N2CCOCC2)c([N+](=O)[O-])c1	11	7	-0.3	-7	-1	-3	0.2	-8	1	-1	6
CC(C)Cn1c(N)c(C(=O)NCc2cccs2)c2nc3ccccc3nc21	-11	x	0.5	-9	-13	-3	-0.8	-5	-2	-1	x

(listing goes on)
SMILES	SUMO Mot1 rescue	Rtt109 Vps75	C-LANA FP	PvdQ inh	dFosB act	NSD2 inh	CDK5 p35 inh	Cardiac RTF inh	RTF Ca sens act	Keap1 Nrf2 FP	PfHsp90 set2
COc1ccc2c(c1)[C@H]1[C@H](CO2)[C@H](c2ccccc2)[C@]2(C)C(=O)N(CC3CCCO3)CC(=O)N12 (some centres undefined)	-13	-4	0.6	-8	-7	x	-0.6	-13	-2	-2	17
CCOCN(C(=O)Cn1c(COC)nc2ccccc21)c1c(C)cccc1CC	-9	-3	-0.1	-11	-6	-1	2.6	-14	5	-3	-8
CCCC(=O)NCCc1ccc(S(N)(=O)=O)cc1	9	0	-1.1	-3	0	-2	0.0	-3	-1	-2	3
COc1ccc(C2c3c4c(n(C)c3CCN2C)CCN(C)C4c2ccc(OC)cc2)cc1 (centres undefined)	-15	-1	0.5	-1	0	7	-0.2	-3	-10	-5	-10
CCOC(=O)N1CCC(NC(=O)C2CCCN(S(=O)(=O)c3ccc4c(c3)oc(=O)n4C)C2)CC1 (centres undefined)	13	-26	0.7	-5	-8	1	1.3	-11	-1	-4	-3
CC(C)Oc1ccc(S(=O)(=O)N2CCOCC2)cc1NC(=O)CCCSc1ccccc1	x	0	-0.4	-17	-15	-1	-4.0	8	10	-5	-12
Cc1ccc(NC(=O)CCC(=O)NNS(=O)(=O)c2ccccc2)c(C)c1	-10	-1	-1.0	11	-6	0	0.1	1	3	5	2
CC(C)(C)OC(=O)N1CCC(Cc2cc(-c3ccc(Cl)cc3)no2)(C(=O)O)CC1	10	6	0.2	-16	-5	x	0.8	-7	-7	-1	-8
CC1=NN(C(=O)c2ccccc2-n2cccc2)C(O)(C(F)(F)F)C1 (centres undefined)	100	0	0.9	-6	1	2	-2.4	-8	16	-7	11
CN(c1ccccc1)c1nccc(=O)[nH]1	-19	3	-1.8	-8	3	-4	-0.1	-3	4	-3	15
Nc1ccc2c(c1)nc(Cc1ccccc1)n2CCO	-19	-1	-0.8	-15	3	1	2.1	-11	2	-4	-7
Cc1cccc(NC(=S)NC2CCSc3ccccc32)c1 (centres undefined)	56	33	-0.3	4	-2	-2	0.8	0	2	-6	-21

Full records, quoted from the list. Order of values: SUMO Mot1 rescue | Rtt109 Vps75 | C-LANA FP | PvdQ inh | dFosB act | NSD2 inh | CDK5 p35 inh | Cardiac RTF inh | RTF Ca sens act | Keap1 Nrf2 FP | PfHsp90 set2
CC1=NN(C(=O)c2ccccc2-n2cccc2)C(O)(C(F)(F)F)C1 (centres undefined) across the screens: 100 | 0 | 0.9 | -6 | 1 | 2 | -2.4 | -8 | 16 | -7 | 11
CN(c1ccccc1)c1nccc(=O)[nH]1 across the screens: -19 | 3 | -1.8 | -8 | 3 | -4 | -0.1 | -3 | 4 | -3 | 15

Later entries.
SMILES	SUMO Mot1 rescue	Rtt109 Vps75	C-LANA FP	PvdQ inh	dFosB act	NSD2 inh	CDK5 p35 inh	Cardiac RTF inh	RTF Ca sens act	Keap1 Nrf2 FP	PfHsp90 set2
CC(C)n1cc(C(=O)N2CCCC(N3CCN(c4ccc(F)cc4)CC3)C2)cn1 (centres undefined)	8	-40	0.0	-16	-4	0	-0.5	4	1	-1	10
COc1cc(S(=O)(=O)NCCCn2ccnc2)ccc1F	-8	-1	1.4	-8	-1	0	-5.1	-5	9	-1	-19
CCOC(=O)c1c(S(=O)(=O)NCC(=O)N2CCN(c3ccccc3)CC2)c(C)n(C)c1C	-2	-8	1.7	-4	-7	6	-2.0	3	-7	1	18
O=C(O)c1ccn2c(C(=O)c3ccc(Cl)cc3)c(-c3ccccc3)cc2c1	-5	20	0.6	2	-5	6	-0.2	-2	-3	-5	2
CS(=O)(=O)N1CCN(c2ccc(NC(=O)CSc3nnc(-c4ccco4)o3)cc2)CC1	-26	1	-0.1	-12	3	-3	-0.1	-3	-1	3	-20
COc1ccc(N2CCN(S(=O)(=O)c3cccs3)CC2)cc1	36	-13	0.2	-11	2	4	1.3	2	-1	3	-2
O=C1N/C(=C/c2ccco2)C(=O)N1Cc1ccccc1F	29	-6	0.6	12	2	-2	x	-8	-5	-3	-8
COc1ccc(CC(=O)NNC(=S)Nc2ccccc2)cc1Cl	0	10	1.1	-7	-3	-1	1.8	-13	-1	0	x
Cc1ccc(NC(=O)c2c(O)c3ccccc3n(C)c2=O)nc1	14	1	-0.3	-12	-15	-1	-0.1	-16	11	3	x
Cc1cc(C)c2sc(N(CCCN(C)C)C(=O)c3ccc(S(=O)(=O)N(C)Cc4ccccc4)cc3)nc2c1	-45	3	0.4	-12	3	0	-1.3	-3	-5	-8	16
CCNCc1cc2cc(C)ccc2[nH]c1=O	8	-3	-1.3	-5	-8	-2	2.5	-8	2	-5	-33
